GalR3 antagonist: human GalR3 antagonism. O60755. HEK293 GalR3-CNG cAMP membrane potential fluorescence; galR3 body fused to GalR1 C-terminus. inhibition, % at 3 µM. 360,000 compounds, 0.44% hits. AID 651719;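 active means inhibition above the screen-wide average plus 3 SD, cut at about 13% in these data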;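 further: forskolin and galanin both at EC90 stimulate the cells; cAMP rise reported by CNG channel membrane potential dye signal; 0% = forskolin plus galanin with DMSO and 100% = forskolin alone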
PHOSPHO1 inh: blocks human PHOSPHO1 phosphatase activity. Q8TCT1. recombinant PHOSPHO1, absorbance phosphatase assay. inhibition, % at 13.3 µM. 290,000 compounds, 1.1% hits; in the data active means inhibition above about 60%
pCIP destab: p/CIP protein destabilization | 290,000 compounds, 0.01% hits | F442A p/CIP-EGFP cells, EGFP fluorescence, 16 h | decrease of EGFP signal, % at 10 µM | AID 1984 | Q05BA5;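 active means EGFP signal decrease of at least 30% at 10 µM or well 3 SD below plate mean, unless failing retest; inactive means the rest, including hits failing retest or dose response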; further: some compounds called inactive have numbers as strong as hits; many of its hits are not listed in these tables
IDE cell activ: IDE (human) activation, cell-based | activation, % at 5.96 µM | P14735 | HEK cells, FAbeta-B cleavage, fluorescence polarization; 0% vehicle, 100% cell-free pure enzyme wells | 340,000 compounds, 0.073% hits;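 active means activation above the mean of all tested compounds plus 3 SD, set per screening campaign, cut at about 17% in these data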
CRFBP-R2 agonist: agonists of human CRF-binding protein/CRF-R2 receptor complex; activation, % at 13.2 µM; HEK293 CRF-R2/CRF-BP, calcium dye fluorescence (FLIPR); percent of saturating CRF peptide response; 350,000 compounds, 0.46% hits; AID 588473;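 active means activation of at least 50%, plus an integration ratio under a set limit after plate pattern correction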;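 further: plate controls were neutral control wells without compound for no effect and CRF at EC100 for full effect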
MEKK3 PB1 HTS: MEKK3-MEK5 PB1 interaction, increase or decrease; AID 1529; 290,000 compounds, 1.4% hits; binding response (% of control), % at 10 µM; bead-based flow cytometry, Alexa488-MEK5 binding to MEKK3; actives lie on both sides; 0 = blocked by unlabeled MEK5, 100 = vehicle;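 active means binding response more than 3 SD above or below the average of its plate-row segment, actives on both sides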;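 further: Alexa488 bead fluorescence after subtracting the streptavidin-only scavenger bead signal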
Target sequence (Q99759 whole entry, looked up): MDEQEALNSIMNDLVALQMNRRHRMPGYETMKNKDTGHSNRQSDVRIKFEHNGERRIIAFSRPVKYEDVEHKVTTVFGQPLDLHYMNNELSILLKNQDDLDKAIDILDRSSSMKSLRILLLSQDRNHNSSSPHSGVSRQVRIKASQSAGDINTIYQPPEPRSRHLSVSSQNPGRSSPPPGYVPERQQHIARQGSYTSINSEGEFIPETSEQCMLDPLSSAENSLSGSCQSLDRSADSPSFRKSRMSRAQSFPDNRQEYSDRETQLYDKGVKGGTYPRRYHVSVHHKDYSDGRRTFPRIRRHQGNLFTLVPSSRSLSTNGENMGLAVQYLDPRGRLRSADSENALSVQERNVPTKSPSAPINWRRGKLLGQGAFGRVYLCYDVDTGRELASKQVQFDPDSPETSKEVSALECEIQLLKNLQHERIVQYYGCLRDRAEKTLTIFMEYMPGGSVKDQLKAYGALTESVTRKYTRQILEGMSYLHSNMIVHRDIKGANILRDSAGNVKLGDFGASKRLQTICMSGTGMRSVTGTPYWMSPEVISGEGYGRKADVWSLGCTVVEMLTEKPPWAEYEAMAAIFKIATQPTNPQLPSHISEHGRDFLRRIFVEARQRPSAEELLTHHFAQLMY
CHRM4 PAM: CHRM4 positive allosteric modulation | P08173 | CHO-K1 hM4/Gqi5, Fluo-8 calcium fluorescence, ACh EC20; 0% = ACh EC20, 100% = maximal ACh | activation, % at 3 µM | 360,000 compounds, 0.4% hits;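 active means activation above its plate's cutoff, the mean activation of sample wells plus 3 SD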; further: some results filed as inactive read as strong as hits
Target sequence (P08173 whole entry, looked up): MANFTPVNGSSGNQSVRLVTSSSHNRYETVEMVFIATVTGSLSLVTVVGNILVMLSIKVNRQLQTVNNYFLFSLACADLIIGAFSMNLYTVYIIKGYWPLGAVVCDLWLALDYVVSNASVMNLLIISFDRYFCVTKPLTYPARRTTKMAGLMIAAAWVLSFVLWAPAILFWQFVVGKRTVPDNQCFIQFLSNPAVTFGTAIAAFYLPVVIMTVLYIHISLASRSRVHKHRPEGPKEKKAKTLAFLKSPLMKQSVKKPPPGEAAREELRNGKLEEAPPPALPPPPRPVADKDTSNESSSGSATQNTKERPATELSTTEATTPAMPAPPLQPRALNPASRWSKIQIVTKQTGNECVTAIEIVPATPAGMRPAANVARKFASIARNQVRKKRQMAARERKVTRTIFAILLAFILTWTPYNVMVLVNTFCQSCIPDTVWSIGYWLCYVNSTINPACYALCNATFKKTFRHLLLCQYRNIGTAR
CRFBP-R2 block: antagonists of CRF-binding protein/CRF-R2 receptor complex; HEK293 CRF-R2/CRF-BP, CRF-induced calcium fluorescence; inhibition, % at 11.8 µM; 350,000 compounds, 0.59% hits; AID 588475;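 active means inhibition of the ligand-induced calcium signal above about 50% at the single tested concentration, limit read from the data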
IDE inh: inhibits human insulin-degrading enzyme in HEK cells; P14735; FAbetaB cleavage, fluorescence polarization; inhibition, % at 5.59 µM; 320,000 compounds, 0.41% hits; AID 434962;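 active means percent inhibition above the average of all tested compounds plus 3 SD, set per screening campaign, cut at about 16% in these data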;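 further: IDE supplied by intact live HEK cells; FP after avidin binding of uncleaved biotin substrate so inhibition keeps polarization high; 0% = DMSO wells and 100% = 60 µM reference IDE inhibitor Ii1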
* = called active by the depositor; . = not tested or not shown.

GalR3 antagonist | PHOSPHO1 inh | pCIP destab | IDE cell activ | CRFBP-R2 agonist | MEKK3 PB1 HTS | CHRM4 PAM | CRFBP-R2 block | IDE inh | SMILES
8 | -11 | 3 | 0 | -0.8 | 115 | 13 | 17 | 0 | CCOc1cc(/C=C2\SC(=N)N(c3nonc3N)C2=O)ccc1OCC(N)=O
-1 | 3 | 2 | 6 | -1.3 | 102 | 11 | 8 | 6 | CN(CC(=O)Nc1ccc(C(N)=O)cc1)CC(=O)Nc1ccccc1Cl
-6 | 4 | -4 | 0 | 6.2 | 108 | 13 | 4 | -4 | COc1ccc(C(c2nnnn2C2CCCC2)N2CCN(C3CCCC3)CC2)cc1OC (stereo unspecified)
0 | 13 | -3 | 7 | 2.7 | 104 | 6 | -12 | 0 | COC(=O)c1[nH]c2ccc(C)cc2c1NC(=O)Oc1ccccc1
31* | 24 | -14 | -7 | 15 | 96 | -48 | -15 | 0 | CCCCCc1ccc(OCCC[n+]2ccccc2)c(CCCCC)c1
-5 | . | . | 2 | 0.4 | . | -5 | -1 | 5 | CCCN1CCN(S(=O)(=O)c2ccc3c(c2)CCC(=O)N3)CC1
1 | -1 | -6 | -9 | 1.1 | 99 | 3 | 5 | 3 | CONC(=O)Nc1ccccc1[N+](=O)[O-]
3 | 15 | 1 | 4 | -0.4 | 99 | 15 | -8 | -1 | CS(=O)(=O)c1ccc(Cl)c(NC(=O)CSC(=S)N2CCCC2)c1
-2 | -3 | 6 | 0 | 2.8 | 94 | 3 | -1 | 2 | CCOc1ccc(NC(=O)CSc2nnc(C)n2Cc2ccccc2)cc1
-5 | 97* | -1 | -3 | 2.6 | 103 | 11 | 5 | -6 | CCOc1ccc(CC(=O)Nc2sc(Cc3ccccc3)cc2C(N)=O)cc1OCC
-5 | 20 | -12 | -1 | 1.2 | 106 | -4 | -2 | 9 | Cc1cc(Cl)c2oc(C(=O)N3CCN(c4ccncc4)CC3)c(C)c2c1
-5 | . | . | 4 | -3.6 | . | 3 | 11 | -1 | CC1CC(C)CN(C(=O)c2cccc(N3C(=O)c4ccccc4C3=O)c2)C1 (stereo unspecified)
1 | 9 | -2 | 0 | -0.6 | 104 | 2 | 7 | -2 | CCOc1cnn(-c2cc(Oc3ccc(C)cc3)ncn2)c(=O)c1Cl
-4 | 24 | -5 | 6 | -0.6 | 106 | -1 | -2 | 4 | O=[N+]([O-])c1cccc(/C=C/c2ccc3cccc(O)c3n2)c1
0 | 42 | 3 | . | -1.1 | 68 | -7 | 7 | 0 | Cc1ccc(S(=O)(=O)NC(=O)Nc2cccc(C)n2)cc1
1 | -18 | -15 | 2 | 0.1 | 95 | -26 | -11 | 0 | O=C(COc1ccccc1)N1c2ccccc2Sc2ccccc21
-8 | . | . | 3 | -0.7 | . | 2 | 6 | 3 | COc1ccccc1C(C)NC(=O)c1ccc(NC(=O)CC2SC(N3CCCC3)=NC2=O)cc1 (stereo unspecified)
-2 | -13 | -1 | . | 1.5 | 103 | -5 | -8 | -2 | COc1ccc(OCC(=O)NC(CC(=O)O)c2ccc(OC)c(OC)c2)cc1 (stereo unspecified)
-1 | -22 | -12 | 2 | 0.7 | 99 | 5 | 6 | -4 | COc1ccc(NC(=O)[C@H](COCc2ccccc2)NC(=O)OC(C)(C)C)cc1
0 | . | . | 6 | 0.7 | . | 8 | -8 | -2 | Cc1ccc(/C=C/C(=O)OCC(=O)N(CC(C)C)c2c(N)n(Cc3ccccc3)c(=O)[nH]c2=O)o1
-2 | 31 | -8 | 4 | -0.9 | 103 | 0 | 5 | . | COc1ccc(NC(=S)N2CCN(C(=O)c3ccco3)CC2)cc1OC
-1 | 30 | -2 | 5 | 1.5 | 98 | 0 | -4 | 2 | CC(C)OC(=O)c1c(NC(=O)c2cnn3c2NC(c2ccccc2)CC3C(F)(F)F)sc2c1CCCC2 (stereo unspecified)
-1 | 3 | 5 | 4 | 0.1 | 103 | -9 | 12 | 2 | CN(c1cccc(Cl)c1)S(=O)(=O)c1cccc(C(=O)NC2=NCCS2)c1
-4 | . | . | 0 | 1.4 | . | 1 | -2 | 1 | CC1CCc2c(sc3ncnc(SC(C)C(=O)NCC4CCCO4)c23)C1 (stereo unspecified)
. | 63* | -22 | 0 | 0.5 | 103 | -3 | 22 | 6 | COCCn1c(SCCN2CCOCC2)nc2c1c(=O)[nH]c(=O)n2C
7 | -6 | 3 | 6 | -0.1 | . | 8 | -6 | 1 | CC(C)(CNC(=O)c1ccc(S(=O)(=O)N2CCCC2)cc1)N1CCOCC1
-5 | -6 | 4 | 0 | -1.0 | 79 | 12 | -1 | 0 | CC(=O)N1CCN(c2ccc(NC(=O)/C=C/c3ccccc3)cc2)CC1
-2 | -5 | -11 | . | 0.6 | 82 | -6 | -27 | -1 | c1ccc2c3c(c(CN4CCCCC4)cc2c1)COC3
-7 | 6 | 10 | 2 | -1.8 | 102 | -15 | 20 | . | O=C(COc1ccc(F)cc1)NCCCn1ccnc1
-3 | 56 | -7 | 4 | -1.1 | 101 | 2 | -10 | -1 | O=C(O)CCCNc1ccc(S(=O)(=O)N2CCCCC2)cc1
5 | . | . | 7 | 0.0 | . | -1 | 26 | 1 | O=C(NC1=NCCS1)C1CCN(S(=O)(=O)c2cc([N+](=O)[O-])ccc2Cl)CC1
1 | -4 | -2 | -4 | -1.0 | 105 | -7 | 7 | 12 | CCN=C1SC(CC(=O)Nc2ccc(C)cc2)C(=O)N1CC (stereo unspecified)
-2 | -4 | -14 | -1 | 2.4 | 97 | 13 | 4 | 3 | C=C(C)c1cccc(C(C)(C)NC(=O)N2CCCC(C)C2)c1 (stereo unspecified)
-6 | 9 | -10 | 2 | -2.8 | 103 | -4 | 7 | . | C=CCSc1nc2sc3c(c2c(=O)n1-c1ccc(C)cc1)CCN(C)C3
-1 | 11 | -8 | 8 | 0.6 | 154* | 4 | -13 | 2 | O=C(CN1C(=O)NC2(CCCCC2)C1=O)NCc1cccs1
-4 | . | . | 2 | -1.4 | . | 7 | 6 | 12 | Nc1cc(=O)[nH]c(SCC(=O)Nc2cccc(S(=O)(=O)N3CCCCC3)c2)n1
. | 48 | 5 | 3 | 0.8 | 81 | -5 | -31 | -4 | OC[C@@H](O)[C@@H](O[C@H]1O[C@H](CO)[C@@H](O)[C@H](O)[C@H]1O)[C@H](O)[C@@H](O)CO
-3 | 5 | -7 | 0 | 0.9 | 101 | 3 | 1 | 4 | CCCNC(=S)Nc1ccc(Cl)cc1Cl
-2 | . | . | 4 | -0.8 | . | 8 | 3 | -4 | CC1(c2ccccc2Cl)NC(=O)N(CC(=O)Nc2cccnc2Cl)C1=O (stereo unspecified)
1 | 92* | -13 | -6 | -0.3 | 104 | 9 | 0 | 7 | CCc1ccc2c(c1)c1nc(C)sc1n2CC
-6 | 12 | 5 | -6 | 1.6 | 99 | -1 | 0 | 0 | CN(C(=O)CSc1nnc(Nc2ccccc2)s1)C1CCS(=O)(=O)C1 (stereo unspecified)
2 | 11 | -4 | 7 | 2.0 | 95 | 3 | 11 | 1 | COc1ccc(S(=O)(=O)N(CC(=O)N2CCN(C)CC2)c2ccc(C)cc2)cc1OC
-2 | 46 | -11 | 8 | -0.9 | 104 | -3 | -6 | 3 | COc1ccccc1NC(=O)Nc1nn(C)c2cccc(OC)c12
-3 | 36 | -4 | 2 | 0.3 | 102 | -2 | 12 | 2 | O=C(Nc1nc2ccccc2s1)c1c(F)cccc1Cl
5 | -15 | -18 | 2 | 0.7 | 100 | -15 | 9 | -3 | CN(c1ccccc1)S(=O)(=O)c1ccc(C(=O)Nc2nnc(C3CC3)s2)cc1
-8 | 0 | 2 | 3 | 0.4 | 103 | -3 | 2 | -1 | CCCc1cc(C(=O)Nc2ccc(C#N)cc2)no1
-2 | 33 | -7 | 3 | -0.6 | 95 | -6 | 3 | 0 | Cc1ccc(-n2c(Cc3cccn3C)nnc2SCC(=O)N2CCc3ccccc32)cc1
-6 | 4 | -11 | 5 | -0.2 | 93 | -16 | -50 | 1 | Cc1cc2c(cc1C)N(C(=O)CSC1=NCCS1)C(C)(C)c1ssc(=S)c1-2
5 | . | . | 2 | 4.2 | . | 2 | -20 | 5 | CCNC(=O)COC(=O)C1CCN(S(=O)(=O)c2ccc3c(c2)OCCO3)CC1
-6 | 24 | -6 | 2 | 0.3 | 105 | 0 | 8 | 3 | CCC(CC)C(=O)Nc1nnc(SCC(=O)NC2CCCCC2)s1

Reprinted from the part before: 2 entries; new compounds follow.
GalR3 antagonist | PHOSPHO1 inh | pCIP destab | IDE cell activ | CRFBP-R2 agonist | MEKK3 PB1 HTS | CHRM4 PAM | CRFBP-R2 block | IDE inh | SMILES
5 | . | . | 2 | 4.2 | . | 2 | -20 | 5 | CCNC(=O)COC(=O)C1CCN(S(=O)(=O)c2ccc3c(c2)OCCO3)CC1
-6 | 24 | -6 | 2 | 0.3 | 105 | 0 | 8 | 3 | CCC(CC)C(=O)Nc1nnc(SCC(=O)NC2CCCCC2)s1
-6 | 2 | 5 | 4 | -1.9 | . | 6 | 7 | 1 | CC(=O)Nc1cn(-c2ccccc2)nc1-c1ccccc1
-2 | -16 | -12 | -7 | -0.4 | 79 | -12 | -17 | 4 | CC(C)n1c(CSCc2ccc(Cl)cc2Cl)n[nH]c1=S
-3 | 61* | -1 | 4 | 0.5 | 107 | 1 | -2 | 1 | Cc1ccc(C(=O)n2cnnc2N)cc1C
-2 | . | . | 1 | 0.7 | . | 5 | -3 | 8 | Cc1ccc(S(=O)(=O)N2CCC3(CC2)OCCN3S(=O)(=O)c2c(C)cc(C)cc2C)cc1
-1 | 0 | -7 | 4 | 2.6 | 99 | 3 | -15 | 6 | Cc1onc(-c2ccccc2Cl)c1C(=O)Nc1nnc(Cc2ccc(Cl)cc2)s1
-8 | 36 | -8 | 5 | -0.8 | 105 | 2 | -4 | 1 | CC(=O)C1=C(O)C(=O)N(c2ccc(C(=O)O)cc2)C1c1ccc([N+](=O)[O-])cc1 (stereo unspecified)
-4 | 32 | -4 | -1 | -0.2 | 103 | 0 | 10 | 2 | C=CCn1c(-c2cccn(Cc3ccc(Cl)cc3Cl)c2=O)n[nH]c1=S
3 | 41 | 9 | 0 | -2.0 | 99 | 6 | 18 | -4 | COCC(=O)NNC(=O)c1ccccc1OC
0 | -2 | -3 | 3 | 0.5 | 98 | 4 | 31 | 2 | Cc1ccc(CNC(=O)C2CC2c2ccccc2)cc1 (stereo unspecified)
1 | 7 | -11 | -5 | 2.8 | 83 | -6 | 0 | 5 | Cc1sc(NC(=O)c2ccc(F)cc2)c(CN2CCCCCC2)c1C
-10 | -50 | -3 | -10 | 3.2 | . | 0 | -6 | 12 | Nn1c(SC/C=C/c2ccccc2)nnc1-c1ccncc1
-3 | 23 | -12 | 0 | -0.4 | 106 | 7 | -22 | 2 | Nc1cc(=O)[nH]c(SCc2nc3ccccc3n2Cc2ccccc2)n1
0 | -23 | -16 | -1 | -0.8 | 102 | -1 | 94* | 3 | CCOC(=O)N1CCN(S(=O)(=O)c2ccc(C)c(C)c2C)CC1
-5 | 39 | -1 | 5 | 0.0 | 100 | -1 | 8 | -10 | Cc1cc(C)nc(SCc2nnc(SCC(=O)NCc3ccco3)n2-c2ccccc2)n1

Marked active in CRFBP-R2 block, of those listed so far:
GalR3 antagonist | PHOSPHO1 inh | pCIP destab | IDE cell activ | CRFBP-R2 agonist | MEKK3 PB1 HTS | CHRM4 PAM | CRFBP-R2 block | IDE inh | SMILES
0 | -23 | -16 | -1 | -0.8 | 102 | -1 | 94* | 3 | CCOC(=O)N1CCN(S(=O)(=O)c2ccc(C)c(C)c2C)CC1

High-throughput results as filed in PubChem BioAssay.
